# Assay outcomes deposited in PubChem BioAssay by several laboratories.
# KLF5 inhibitor – kruppel-like factor 5 inhibition; DLD-1 KLF5 promoter-luciferase reporter, luminescence; 0.23% of 290,000 active; inhibition, % at 5 µM;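 active = inhibition above a per-plate limit of that plate's mean compound inhibition plus 3 SD, cut at about 60% in these data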;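 note: 0% = DMSO wells and 100% = LY294002 at 200 µM; higher means less KLF5 promoter-driven luciferase light; inactives centre near -14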
# HSP90 inh – HSP90 refolding inhibition in rabbit reticulocyte lysate; luciferase refolding luminescence, 3 h; inhibition, % at 5.6 µM; 0.91% of 290,000 active;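 active = inhibition above the screen-wide mean plus 3 SD, computed separately per campaign, cut at about 16% in these data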;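 note: 0% = DMSO wells and 100% = 60 µM geldanamycin wells; inhibitors lower the luminescence because luciferase stays unfolded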
# Platelet DG rel – platelet dense granule release activity; human platelet-rich plasma, SFLLRN dense granule ATP release, luminescence; inhibition, %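 (compounds screened at 7.5 µM in platelet-rich plasma)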; 0.22% of 300,000 active; AID 1663;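 active = mean replicate score, as percent of positive control, at or above 50; inconclusive = mean below 50 but at least one replicate at or above 50; inactive = mean and every replicate below 50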
# IEC-6 cytotox – counter-screen for KLF5 inhibitors: cytotoxicity in IEC-6 cells; inhibition, % at 5 µM; IEC-6 cytotoxicity, luminescence viability; 0.78% of 290,000 active; in the data active = inhibition above about 22%;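 note: 0% = plate median of test compound wells and 100% = cytotoxic reference compound wells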
# DYRK1A inh – blocks rat Dyrk1A kinase activity; ADP-Glo luminescence, NFATc1 peptide; inhibition, % at 12.5 µM; 0.43% of 310,000 active; in the data active = inhibition above about 50%;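 note: plate controls were vehicle with enzyme for no effect and no enzyme for full effect; many of its hits are not listed in these tables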
# GSK3A inh – human GSK-3 alpha kinase inhibition. P49840. ADP-Glo luminescence, 60 min. inhibition, % at 10 µM. 0.1% of 320,000 active;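 in the data active = inhibition above about 50%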;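 note: GST-tagged GSK-3 alpha with peptide substrate and 25 µM ATP; 0% = DMSO neutral wells and 100% = GW8510 positive control wells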
# Target sequence (P49840 whole entry, looked up): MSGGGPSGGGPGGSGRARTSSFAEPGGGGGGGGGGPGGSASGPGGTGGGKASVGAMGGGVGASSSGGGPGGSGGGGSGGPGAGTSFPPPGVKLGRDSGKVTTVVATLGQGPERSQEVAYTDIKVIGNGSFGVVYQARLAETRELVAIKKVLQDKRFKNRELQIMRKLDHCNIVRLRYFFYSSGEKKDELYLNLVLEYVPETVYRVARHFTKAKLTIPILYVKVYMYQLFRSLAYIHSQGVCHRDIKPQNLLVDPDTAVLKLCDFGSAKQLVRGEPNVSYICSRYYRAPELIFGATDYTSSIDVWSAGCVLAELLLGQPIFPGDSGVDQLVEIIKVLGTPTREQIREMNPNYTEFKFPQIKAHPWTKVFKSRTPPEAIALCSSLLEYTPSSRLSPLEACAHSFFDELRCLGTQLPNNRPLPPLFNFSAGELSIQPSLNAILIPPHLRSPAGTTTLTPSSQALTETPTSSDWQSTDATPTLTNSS
# aSyn UTR inh – 5' untranslated region of α-synuclein, MLPCN primary screen; alpha-synuclein 5'UTR reporter, inhibitor activity; inhibition, % (tested at 7.5 µM); 0.82% of 300,000 active; AID 1813; in the data active = inhibition above about 60%; inconclusive = no clear call, values can overlap the other calls;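 note: H4 neuroglioblastoma cells stably carrying SNCA 5'UTR luciferase fusion; 0% = DMSO wells and 100% = positive control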
# HSF-1 act – increases HSF-1 driven luciferase reporter signal; 1.7% of 300,000 active; activation, % at 9 µM; NIH3T3-HGL HSF-1 luciferase reporter, MG132, 8 h; 100% = twice DMSO control signal;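 active = mean replicate activation of at least 50% with a set share of replicates each reaching 50%; inconclusive = only one of those two conditions met; inactive = mean below 50% and too few replicates reaching it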;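 note: 0% = median of the neutral control wells and 100% = twice that signal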
# HSF1 inhib – HSF1 inhibition; NIH3T3-HGL HSE-luciferase, MG132-induced, luminescence 8 h; hits give low values; activity change, negative = inhibition, % at 7.5 µM (by protocol); 0.77% of 300,000 active;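 active = more than half of replicate wells show activity change below -50%, luminescence cut by over half; inconclusive = some wells, but at most half, below -50%; inactive = no replicate well below -50%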;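 note: luciferase reports HSF-1 transcriptional activity via heat shock element; 0% = median of DMSO wells and -100% = zero luminescence signal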
# GSK3beta inhib – human GSK3beta kinase inhibition; GST-GSK3beta kinase, ADP-Glo luminescence, 60 min; hits give low values; activity score (negative = inhibition), % at 10 µM; 0.038% of 300,000 active; AID 2097;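 active = more than half of replicate wells score below -50%, meaning over 50% inhibition versus plate controls; inconclusive = some replicates but at most half score below -50%; inactive = no replicate scores below -50%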;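 note: 0% = median DMSO wells and -100% = median GW8510 positive control wells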
# Target sequence (P49841 whole entry, looked up): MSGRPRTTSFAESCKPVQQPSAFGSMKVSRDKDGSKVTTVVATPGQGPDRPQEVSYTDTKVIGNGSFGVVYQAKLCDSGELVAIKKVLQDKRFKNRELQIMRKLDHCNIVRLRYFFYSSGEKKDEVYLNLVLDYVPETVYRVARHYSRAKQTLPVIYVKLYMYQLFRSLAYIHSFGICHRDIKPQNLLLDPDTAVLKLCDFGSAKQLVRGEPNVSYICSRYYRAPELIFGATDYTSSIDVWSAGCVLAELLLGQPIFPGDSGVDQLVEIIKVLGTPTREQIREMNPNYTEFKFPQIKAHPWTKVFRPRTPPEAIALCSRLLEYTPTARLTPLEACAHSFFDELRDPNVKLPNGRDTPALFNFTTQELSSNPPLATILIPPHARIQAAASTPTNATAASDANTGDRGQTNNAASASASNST
#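 Test system: GST-fused GSK3beta enzyme, cell-free | Quantity: 1.6 ng GST-GSK3beta enzyme per well | Reagent: 25 µM ATP with peptide substrate | Schedule: 60 min enzyme reaction, room temperature | Signal: Luminescent ADP-Glo measurement of ADP formed | Read-out basis: Score relative to plate controls | Control set: DMSO and 20 µM GW8510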
# * hit, by the source's call; u = inconclusive; x = no result given; & = joins results of further samples. Not all compounds are listed, so the mix of outcomes need not match the whole.
SMILES,KLF5 inhibitor,HSP90 inh,Platelet DG rel,IEC-6 cytotox,DYRK1A inh,GSK3A inh,aSyn UTR inh,HSF-1 act,HSF1 inhib,GSK3beta inhib
Cc1ccc2nc(-c3ccccc3)c(CN3CCSCC3)n2c1,-23,-1,-11,-10,3,-2,-26,46,13,5
COC(=O)c1ccccc1NC(=O)Cn1cnc2cc(C)c(C)cc21,-5,5,4,6,-80,-2,3,23,15,1
CC(OC(=O)c1ncc(Cl)c(Cl)c1Cl)C(=O)NC1CCCCC1C (centres undefined),x,x,19,x,17,-1,-6,5,0,-1
CCOCCCn1c(SCC(=O)Nc2ccc(C(N)=O)cc2)nc2ccccc2c1=O,-15,-1,1,4,1,3,9,3,6,1
COc1ccc(Cl)cc1NC(=O)NCC1CCN(Cc2ccccc2F)CC1,3,1,0,7,44,-2,1,4,-4,-1
Cc1ccc(S(=O)(=O)N(CC(=O)Nc2cccnc2)c2cccc(Br)c2)cc1,5,-1,24,2,2,-1,-19,-10,3,2
Cn1c(SCC(=O)N2CCCC2=O)nc2ccccc21,-34,-1,6,1,3,-4,-8,-5,-2,4
CCn1c(=O)c2c(nc(SCC(=O)NCC3CCCO3)n2C)n(C)c1=O (centres undefined),-31,-1,0,-3,6,0,19,3,3,-1
O=C(O)CCCn1cc(NC(=O)COc2cc(F)ccc2[N+](=O)[O-])cn1,-39,-1,12,-7,-2,-3,-21,-1,-3,3
CCCCN1C(=O)C2C(c3ccc(OC)cc3O)NC(CC(C)C)(C(=O)O)C2C1=O (centres undefined),-21,0,11,5,-10,0,2,3,4,1
CC1(C)Cc2ccccc2-c2nnc(-c3ccccc3)n21,-42,-1,2,-4,5,0,2,-13,-4,-4
CN(Cc1c(F)cccc1Cl)c1nnnn1-c1ccccc1,-20,3,0,6,-3,x,31,12,-6,-2
COc1cc(Cl)ccc1OCc1cc(C(=O)NCC(C)(C)N2CCOCC2)no1,-31,0,5,4,3,x,-55,33,18,-2
C/C=C(\C)C(=O)N1CCC(C(=O)c2ccccc2)CC1,-44,1,1,1,-11,-3,-3,-9,1,1
Cc1ccc(C)c(NC(=O)CN(C)C(=O)c2cc(-c3cccs3)nn2-c2ccccc2)c1,-14,3,3,-13,x,-2,11,-6,-4,-2
COc1ccc(S(=O)(=O)Nc2cccc(-c3ccc(N4CCCCCC4)nn3)c2)c(OC)c1,-70,5,0,-5,0,0,22,5,5,-1
COc1cccc(C(=O)N(CN2CCCC2=O)c2cccc(Cl)c2)c1OC,-2,-4,8,8,1,0,-22,14,-1,-1
CC1(C)c2[nH]c3ccccc3c2C[C@@H]2C(=O)N(Cc3ccccc3F)C(=O)N21,x,x,2,x,-1,-2,20,8,4,0
NS(=O)(=O)c1ccc(NC(=O)CN2CCCC2)cc1,-29,-1,9,3,-1,-2,-10,21,0,-1
C=CCc1cc(Cl)ccc1OCCCNC(C)CC (centres undefined),-17,0,2,4,-2,-1,17,-2,-1,-3
Clc1cccc(Nc2ncnc3ccc(Br)cc23)c1,2,2,-1,30*,45,0,-51,-33,-32,-2
COC(=O)c1ccsc1NC(=O)CCS(=O)(=O)c1ccc(Cl)cc1,x,x,39,x,-5,-2,5,6,4,1
O=[N+]([O-])c1ccc(O)c(-c2nn[nH]n2)c1,-32,-2,16,4,10,-5,-30,5,1,1
O=C(CN1C(=O)NC2(CCCC2)C1=O)OCCOc1cccc(Cl)c1,x,x,4,x,5,-2,-4,9,-1,-2
C/C(=N\O)C1/C(=N/O)CC2C1C2(C)C (centres undefined),-14,0,3,1,3,1,-7,-3,-9,3
COc1ccccc1CNC(=O)CSC(=S)N1CCCC1,x,x,6,x,-1,3,6,-5,0,1
Cc1nnc2c(NC3CCCCC3)nc3ccccc3n12,7,6,17,9,-1,0,32,10,2,2
CCCCCCCCCCCCCCCC[n+]1cccc(C(=O)N(CC)CC)c1,-4,1,3,2,3&-6,24,26,-25,-9,-2
CS(=O)(=O)NNC(=O)CN1C(=O)C2C3C=CC(C3)C2C1=O (centres undefined),-18,0,-2,-17,1,-1,29,-7,-4,2
COc1ccc(S(=O)(=O)N2CCC(C(=O)NCCCN3CCOCC3)CC2)cc1,-26,-4,-4,-4,-3,1,-19,-7,-1,-1

# Full records from above. Order of screens: KLF5 inhibitor | HSP90 inh | Platelet DG rel | IEC-6 cytotox | DYRK1A inh | GSK3A inh | aSyn UTR inh | HSF-1 act | HSF1 inhib | GSK3beta inhib
# Profile of CC1(C)c2[nH]c3ccccc3c2C[C@@H]2C(=O)N(Cc3ccccc3F)C(=O)N21 : x | x | 2 | x | -1 | -2 | 20 | 8 | 4 | 0
# Profile of Cc1nnc2c(NC3CCCCC3)nc3ccccc3n12 : 7 | 6 | 17 | 9 | -1 | 0 | 32 | 10 | 2 | 2

# Next section.
SMILES,KLF5 inhibitor,HSP90 inh,Platelet DG rel,IEC-6 cytotox,DYRK1A inh,GSK3A inh,aSyn UTR inh,HSF-1 act,HSF1 inhib,GSK3beta inhib
O=C(NCc1ccccc1)C1=C[C@H](c2coc3ccccc3c2=O)C[C@H](OCc2ccc(CO)cc2)O1,-22,16,-4,-6,2,11,14,1,-8,0
CC1CCCN(C(=O)C2CCN(S(=O)(=O)c3cccc4nonc34)CC2)C1 (centres undefined),-6,-1,-5,-9,-5,-1,0,-7,-2,x
CCCSc1nnc(CSc2nc(C)cc(C)n2)n1C,3,1,9,-3,x,-1,4,-16,-5,3
COc1ccc(NC(=O)c2cc3c(CO)cnc(C)c3oc2=Nc2cccc(F)c2)c(OC)c1,-26,-3,17,-5,-2,-1,-19,-4,-9,-2
COc1ccccc1C(=O)NC(CCSC)C(=O)NCC(c1cccs1)N1CCOCC1 (centres undefined),x,x,0,x,-5,0,-7,-16,6,2
N=c1c(C(=O)NCc2ccc3c(c2)OCO3)cc2c(=O)n3ccccc3nc2n1Cc1cccnc1,-12,5,3,1,10,-2,0,21,1,1
O=C(CN(C(=O)CCC(=O)Nc1nccs1)c1ccc(F)cc1)NCC1CCCO1 (centres undefined),6,-2,-15,-6,1,-1,4,-8,-2,1
O=C(NCc1ccco1)c1ccc(CS(=O)(=O)c2cccc(C(F)(F)F)c2)o1,5,1,3,5,2,-1,10,3,-1,2
Cc1cc(NS(=O)(=O)c2ccc(-c3ccccc3)cc2)no1,-14,-2,15,1,-3,-7,32,19,5,-2
Cc1cc(C)n2cc(CSc3ccc(Br)cc3)nc2n1,-82,-8,-3,3,-3,-1,-41,22,16,1
O=C(CSc1nc2scc(-c3ccco3)c2c(=O)n1-c1ccccc1)N1CCOCC1,-20,0,-2,-1,-6,-10,18,22,19,-2
CC(C)P(=O)(Cc1cccc(C#N)c1)C(C)C,-19,-2,5,6,0,-4,-16,-8,-14,1
CCOC(=O)C1CCN(c2c(NC3CCCCCCC3)c(=O)c2=O)CC1,5,-1,-11,-5,-3,0,6,4,-4,-3
Cc1cc(Cl)ccc1C(=O)C1CCCN(C(=O)c2cnsn2)C1 (centres undefined),-25,-1,-1,-14,-5,2,11,51*,16,-3
Cc1csc(NC(=O)c2ccoc2C)n1,-48,1,9,5,28,x,-191,23,11,1
CC1(C)CC(=O)c2sc(NC(=O)c3cccs3)nc2C1,-125,5,3,8,3,0,-59,34,17,-1
COc1ccc(CN2CC(C(=O)NCCN3CCN(c4ccccc4F)CC3)CC2=O)cc1 (centres undefined),2,5,-2,-7,10,1,2,16,-1,1
CN(Cc1ccco1)S(=O)(=O)c1nnc(NC(=O)c2cccc(Cl)c2)s1,-84,-11,-3,0,x,-2,-54,14,7,4
Cc1ccccc1NN=Nc1nc2c([nH]1)c(=O)n(C)c(=O)n2C,-7,-1,x,-4,0,-1,x,x,x,x
O=C(Oc1ccc(Br)cc1C(=S)N1CCOCC1)c1ccccc1,3,3,5,0,3,-6,-1,-24,-3,1
CC1(C)NC(=O)N(CC(O)CN(c2ccccc2)S(=O)(=O)c2ccccc2[N+](=O)[O-])C1=O (centres undefined),1,1,-4,3,-1,-1,1,46,6,-1
Cn1c(=O)oc2cc(S(=O)(=O)NCCC(=O)NC3CCCC3)ccc21,-3,2,5,2,4,2,12,-2,1,-2
N#Cc1ccccc1OCC(=O)N(C1CCCCC1)C1CCS(=O)(=O)C1 (centres undefined),x,x,2,x,3,3,3,-3,5,-2
COc1ccc(-c2[nH]c(-c3cccc(OC)c3)nc2SCC(=O)NC2CCCC2)cc1,6,3,6,-1,10,-6,21,-13,1,0
Cc1cc(C)c(S(=O)(=O)N2CCN(C(=O)CCn3nc(C)c(C)c3C)CC2)c(C)c1,5,1,2,0,3,2,-1,14,-11,x
Cc1nc(C)c(C(=O)O)c(-c2ccsc2)c1C(=O)O,1,-2,0,-2,x,-4,-4,6,-1,-2
Cn1c(=O)c2c(nc(N3CCN(C(=O)c4ccco4)CC3)n2CCSc2ncccn2)n(C)c1=O,3,-2,-2,-5,1,-2,-3,-5,-8,4
CCCC(=O)Nc1nc2nc(-c3ccccc3)cc(-c3ccccc3)n2n1,11,3,0,-1,-3,-2,17,11,-1,3
Nc1nc2ccc(-c3nc4ccccc4o3)cc2s1,-214,-4,18,2,2,x,-55,46,24,1
C=CCNC(=S)Nc1ccc2nc(C)oc2c1,-30,1,10,4,0,1,29,4,-4,0
Cc1cc(C)n(CCNC(=O)c2cc(COc3ccc4ncccc4c3)on2)n1,-18,-4,-4,-1,14,1,-18,-14,2,-1
CCOc1ccc(NC(=O)CN2CCN(c3ccc(F)cc3)CC2)cc1,-18,5,6,4,1,3,32,9,-8,-1
CS(=O)(=O)N(CC(=O)NCCSCc1cccc(Cl)c1)c1ccc(F)cc1,-42,0,8,0,-3,-1,2,11,-1,-1
Cc1ccc(S(=O)(=O)NCC(=O)N2CCOCC2)cc1,-26,-5,-7,-5,10,2,23,-5,5,-3
Cc1ccccc1C(=O)NC(NCC1CCCO1)C(Cl)(Cl)Cl (centres undefined),-5,-1,2,-2,-2,-2,2,-2,-8,0
C[C@]12C=CC(=O)C=C1CC[C@@H]1[C@@H]2C(=O)C[C@@]2(C)[C@H]1CC[C@]2(O)C(=O)CO,-10,2,7,8,9,-2&2,4,5,-14,0
N#CCCN(CCC#N)S(=O)(=O)c1ccc(C(=O)Nc2nnc(C3=COCCO3)o2)cc1,-5,-1,1,-6,-4,0,-34,-2,-5,-1
COC(C/C=C\C(=O)[C@@H](C)OCc1ccccc1)OC,x,x,2,x,x,-4,-21,13,2,-2
C/C(O)=C(/C=NCC(=O)O)C(=O)Nc1nccs1,-22,4,6,-2,-1,0,3,4,-5,2
CCOc1ccc(Cl)cc1/C=N/NC(N)=O,-35,-2,2,-1,0,-1,-2,-5,-10,-2
N#Cc1c(N2CCOCC2)nsc1-c1ccc(C(F)(F)F)cc1,-42,-1,5,2,5,0,-134,u,33,0
CNC(=O)CSc1nnc(-c2ccco2)n1-c1cccc(C)c1,-14,2,0,4,-5,-2,17,7,3,1
Cc1ccccc1NC(=O)Nc1cc(S(N)(=O)=O)ccc1C,-24,2,-3,4,-6,3,-7,32,4,2
CCOC(=O)c1cnn(-c2cc(C)nc3c(-c4ccccc4)cnn23)c1N,-5,4,-2,10,6,0,-22,3,-7,-1
